ASAP1 inh = inhibitors of human ASAP1 ArfGAP activity | hit rate 0.19% among 360,000 | AID 624377 | inhibition, % at 16.5 µM | Q9ULH1 | ASAP1-stimulated ARF1 GTP hydrolysis, GDP FP detection; in the data active means inhibition above about 25%;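 further: 0% = vehicle with enzyme and substrate and 100% = no enzyme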
Tn6 DDE FP = DD(E)-Tn6 binding inhibition, primary FP screen; P02675; Fibrin DD(E) TRITC-Tn6 fluorescence polarization displacement; inhibition, % at 8.3 µM; hit rate 0.21% among 370,000; AID 720509;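 active means inhibition above a per-campaign cutoff: mean of compounds within control limits plus 3 SD, cut at about 15% in these data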;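 further: 0% = median of all compound wells on the plate and 100% = blocking peptide control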
ADAM10 inh = inhibitors of human ADAM10. recombinant ADAM10, EDANS/DABCYL FRET peptide cleavage, 3 h. inhibition, % at 7 µM. hit rate 0.62% among 370,000;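 active means inhibition above a per-campaign cutoff equal to the mean of compounds falling between control-based bounds plus 3 SD, cut at about 20% in these data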;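 further: 0% = DMSO wells while the 100% control is not disclosed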
Target sequence (O14672 214-748 limits assumed): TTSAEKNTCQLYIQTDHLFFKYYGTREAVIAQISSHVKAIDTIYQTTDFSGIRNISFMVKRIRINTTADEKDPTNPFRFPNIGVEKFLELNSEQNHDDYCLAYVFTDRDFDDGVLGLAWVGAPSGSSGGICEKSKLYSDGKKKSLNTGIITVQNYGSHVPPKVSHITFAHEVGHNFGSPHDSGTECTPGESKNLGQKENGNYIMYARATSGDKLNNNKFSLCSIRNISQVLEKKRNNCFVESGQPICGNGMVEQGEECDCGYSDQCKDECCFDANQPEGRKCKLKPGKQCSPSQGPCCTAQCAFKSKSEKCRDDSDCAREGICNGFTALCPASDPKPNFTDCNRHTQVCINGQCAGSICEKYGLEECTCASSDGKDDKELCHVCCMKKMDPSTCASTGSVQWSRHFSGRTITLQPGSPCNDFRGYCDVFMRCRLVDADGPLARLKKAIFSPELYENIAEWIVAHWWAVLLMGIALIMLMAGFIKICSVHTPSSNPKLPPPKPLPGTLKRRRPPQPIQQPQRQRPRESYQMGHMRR
PLC-gamma1 inh = blocks human PLC-gamma1 enzyme activity; P19174; purified PLC-gamma1, fluorogenic substrate, fluorescence; inhibition, % at 12.2 µM; hit rate 0.84% among 370,000; AID 720700; in the data active means inhibition above about 9.5%
TDP2 absorb = TDP2 (human) inhibition, absorbance primary screen; AID 720702; hit rate 0.34% among 370,000; recombinant TDP2, T5PNP hydrolysis, p-nitrophenol absorbance 415 nm; O95551; inhibition, % at 12.8 µM;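 active means inhibition above the mean of all tested compounds plus 3 SD, set per campaign, cut at about 25% in these data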;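 further: 0% = DMSO with enzyme and 100% = buffer with substrate but no TDP2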
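Read-out basis: percent inhibition. System: recombinant human TDP2. Buffer or medium: Mg2+-containing Tris-HCl buffer, pH 7.5. Repeats: single replicate. Timing: reaction 2 h, 37 °C. Benchmarks: high control without enzyme, low control DMSO plus TDP2. Probe or stimulus: 5 mM T5PNP. Doses: 12.8 µM only. Measured by: epi absorbance of p-nitrophenol freed from T5PNP by hydrolysis.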
PLCb3 inh = blocks human PLC-beta3 enzyme activity; Purified PLC-beta3, fluorogenic substrate, fluorescence; inhibition, % at 12.2 µM; hit rate 0.18% among 370,000; Q01970; AID 720704; in the data active means inhibition above about 11%;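 further: 0% = median of compound wells on plate and 100% = full blocker control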
Tn7 DDE FP = inhibitors of Tn7 peptide binding to human fibrin DD(E). FP displacement of FITC-Tn7 peptide from fibrin DD(E); 0% = median of compound wells per plate. inhibition, % at 8.3 µM. hit rate 0.13% among 370,000. AID 720508;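 active means inhibition above the mean of compounds falling within the control limits plus 3 SD of them, cut at about 14% in these data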;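 further: 0% = plate median of compound wells and 100% = 10 µM Aha-Tn7 peptide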
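Assay system: human fibrin DD(E) protein / Input: 2 µM fibrin DD(E) / Benchmarks: high control of 10 µM Aha-Tn7 peptide / Measured by: fluorescence polarization of the labelled Tn7 tracer / Medium: Tris buffer with calcium and detergent, pH 7.8 / Timing: 10 min compound pre-incubation, 3 h probe incubation at room temperature / Repeats: one replicate per compound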
ARFGAP1 inhibitor = inhibits rat ARF GTPase activating protein 1; Arfgap1-stimulated ARF1 GTP hydrolysis, GDP FP detection; inhibition, % at 16.5 µM; hit rate 0.26% among 360,000;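 active means inhibition above a per-plate limit, mean inhibition of low control wells plus 3 SD, cut at about 25% in these data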;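 further: 0% = DMSO wells with enzyme and 100% = wells lacking Arfgap1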
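System: truncated rat Arfgap1 GAP domain / Benchmarks: high control wells lacking Arfgap1, low control full reaction with DMSO / Times: compound-enzyme preincubation 20 min, reaction 120 min, detection 60 min, 25 °C / Repeats: one replicate per compound / Also added: human ARF1(Δ1-17)-GTP substrate / Measured by: Tracer-displacement fluorescence polarization with EDTA stop, 620/688 nm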
SIAE primary = human SIAE inhibition, primary screen | hit rate 0.69% among 370,000 | inhibition, % at 9.66 µM | AID 1053197 | SIAE FP-Rh probe binding, fluorescence polarization | Q9HAT2;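 active means inhibition above a cutoff: mean of compounds within the control limits plus 3 SD of those, cut at about 17% in these data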;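 further: 0% = plate median of compound wells and 100% = probe without SIAE protein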
Target sequence (Q9HAT2 whole entry, looked up): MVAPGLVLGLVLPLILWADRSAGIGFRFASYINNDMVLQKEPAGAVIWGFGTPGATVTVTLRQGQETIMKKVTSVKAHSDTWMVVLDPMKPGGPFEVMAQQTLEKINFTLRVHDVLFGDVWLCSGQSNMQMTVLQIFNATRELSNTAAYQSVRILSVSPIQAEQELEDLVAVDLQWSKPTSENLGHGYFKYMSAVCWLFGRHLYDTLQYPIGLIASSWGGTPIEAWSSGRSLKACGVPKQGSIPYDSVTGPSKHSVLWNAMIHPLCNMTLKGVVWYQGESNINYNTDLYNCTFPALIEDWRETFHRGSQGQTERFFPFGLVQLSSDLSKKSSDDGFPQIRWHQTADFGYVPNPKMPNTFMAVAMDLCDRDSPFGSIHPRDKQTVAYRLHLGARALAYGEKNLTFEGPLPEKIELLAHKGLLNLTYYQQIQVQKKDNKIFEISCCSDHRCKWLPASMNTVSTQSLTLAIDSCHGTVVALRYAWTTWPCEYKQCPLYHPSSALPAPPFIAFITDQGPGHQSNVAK
ADAM17 inh = ADAM17 inhibition, QFRET primary screen; AID 720648; recombinant ADAM17, EDANS/DABCYL FRET peptide cleavage; inhibition, % at 6.95 µM; hit rate 0.83% among 370,000; P78536;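 active means inhibition above the mean of compounds lying between control limits plus 3 SD, set per campaign, cut at about 8.5% in these data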;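 further: 0% = DMSO-only wells as the low control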
An asterisk follows results filed as active; i = inactive.

SMILES | ASAP1 inh | Tn6 DDE FP | ADAM10 inh | PLC-gamma1 inh | TDP2 absorb | PLCb3 inh | Tn7 DDE FP | ARFGAP1 inhibitor | SIAE primary | ADAM17 inh
CC1=CC(C)(C)N(C(=O)c2ccccc2)c2ccccc21 | -3 | -4 | 7 | -2 | 1 | -8 | -9 | 5 | 5 | 2
COc1cc2c(cc1OC)CN(C(=O)CCOc1ccccc1C)CC2 | 11 | 2 | 5 | -1 | 4 | -8 | 6 | 4 | 1 | -3
Fc1ccc2c(c1)Sc1ccc(Cl)cc1CC2N1CCN(CCC2OCCO2)CC1 (stereo not drawn) | 0 | -6 | -3 | 1 | -3 | -5 | -1 | -2 | -9 | -3
Cc1ccc(CS(=O)(=O)Cc2ccc(C(=O)NCc3ccco3)o2)cc1 | 1 | 0 | -2 | 1 | 6 | 0 | -3 | -4 | 8 | -4
CCCc1cc(=O)n2[nH]c(-c3ccc(OC)cc3)nc2n1 | 1 | -3 | -5 | -3 | 6 | -3 | 0 | -6 | 4 | -5
Cc1cc(=O)oc(C)c1C(=O)OC(C(=O)c1ccccc1)c1ccccc1 (stereo not drawn) | -7 | -7 | -6 | 0 | 5 | -2 | -2 | 6 | -2 | -2
Cc1ccc(NCC(=O)Nc2cccc(F)c2)cc1S(=O)(=O)N1CCCCCC1 | 13 | 7 | 12 | 3 | -16 | -5 | 3 | -6 | -2 | 4
CCCCn1c(=NC(=O)c2ccco2)c(C(=O)OCC)cc2c(=O)n3ccccc3nc21 | -7 | 3 | i | -464 | 6 | i | 5 | 0 | -9 | i
COc1cc(/C=C2\N=C(c3ccccc3)NNC2=O)cc(OC)c1OC | 10 | 0 | -2 | 1 | 4 | -5 | -5 | 11 | 1 | -1
CCCCN(C(=O)CCC(=O)Nc1cc(C)on1)C(C(=O)NC1CCCC1)c1cccc(OC)c1 (stereo not drawn) | -6 | 3 | -11 | 2 | -7 | -6 | -3 | 12 | 1 | -4
COc1ccc(-c2cc(C(=O)NC3CCCC3)c3ccccc3n2)cc1OC | 5 | -1 | -23 | -109 | -3 | -152 | 3 | 2 | -3 | -8
COc1ccc(NS(=O)(=O)c2csc(C(N)=O)c2)cc1 | 3 | 9 | -4 | -4 | 3 | 3 | 5 | -12 | 3 | 0

Three entries out of the list above, sorted by their value in SIAE primary, largest number first.
Molecule,SIAE primary
Cc1ccc(CS(=O)(=O)Cc2ccc(C(=O)NCc3ccco3)o2)cc1,8
COc1cc2c(cc1OC)CN(C(=O)CCOc1ccccc1C)CC2,1
COc1ccc(-c2cc(C(=O)NC3CCCC3)c3ccccc3n2)cc1OC,-3

The results go on.
SMILES | ASAP1 inh | Tn6 DDE FP | ADAM10 inh | PLC-gamma1 inh | TDP2 absorb | PLCb3 inh | Tn7 DDE FP | ARFGAP1 inhibitor | SIAE primary | ADAM17 inh
CC(=O)c1ccc(N(C(=O)CNC(=O)c2ccco2)C(C(=O)NC2CCCC2)c2cccnc2)cc1 (stereo not drawn) | -9 | 0 | 9 | 2 | 7 | -2 | -1 | 17 | -5 | 0
CCN(CCn1cccn1)C(=O)CC1C(=O)NCCN1Cc1ccc(F)cc1 (stereo not drawn) | -4 | 1 | -3 | -6 | 8 | -9 | -1 | 0 | 12 | -3
COc1ccc(N(CC(=O)Nc2ccccc2F)S(=O)(=O)c2ccc(OC)c(OC)c2)cc1 | 9 | 7 | 0 | 0 | -5 | -3 | 6 | 1 | -5 | -2
COc1ccc(-n2nnnc2S(=O)(=O)Cc2ccc(C(=O)O)cc2)cc1 | 1 | -2 | 0 | 5 | 10 | 2 | -7 | -1 | -3 | -1
O=C(Nc1ccc2nc3n(c(=O)c2c1)CCCC3)c1cccnc1Cl | 7 | -1 | -18 | 2 | 1 | -2 | 10 | 5 | -2 | -2
Fc1ccccc1NC(=S)NNc1ncc(C(F)(F)F)cc1Cl | -6 | -12 | 21* | 6 | -7 | -2 | 3 | 1 | -2 | 5
O=C1[C@H](c2ccccc2)[C@@H](c2ccccc2)N1c1ccncc1 | -2 | 4 | -5 | -1 | 1 | -5 | 9 | 3 | -2 | 0
Cc1ccc2c(c1)sc(=NC(=O)c1cccs1)n2C | 1 | -4 | -57 | -101 | 9 | -132 | 1 | 4 | -3 | -17
Cc1ccc(NC(=O)c2ccc(Cn3cc(Br)cn3)o2)cc1 | 9 | -6 | 3 | 0 | -2 | -2 | -8 | 2 | -1 | 3
COc1ccc(CNS(=O)(=O)CCNCc2ccco2)cc1 | -11 | -4 | 3 | 4 | 0 | -2 | -1 | 2 | 4 | -1
COc1ccc(Nc2oc(COc3ccc(OC)cc3)nc2C#N)cc1 | -2 | -10 | 14 | 1 | 12 | 4 | -11 | 15 | 5 | 9.1*
CCCCCn1c(N2CCCC2)nc2c1c(=O)n(C)c(=O)n2C | -2 | -5 | -5 | 1 | -4 | -3 | -4 | -7 | -3 | 0
CCCC(=O)Nc1ccc(N2CCN(C(=O)c3cccs3)CC2)cc1 | -1 | 2 | 8 | 7 | -14 | 8 | 0 | 4 | -3 | 8
COc1ccc(NC(=O)/C=C/c2c(Cl)nc3ccccn23)cc1 | 14 | 0 | 6 | 3 | 14 | 0 | 2 | 2 | 6 | 2
CC(C)(NC(=O)c1ccccc1)c1nc2ccccc2s1 | 0 | 3 | 6 | 0 | -12 | 3 | -6 | 0 | 1 | 2
CCN(CC)S(=O)(=O)c1cccc(-c2nnc(SC(C)C(=O)NCCC3=CCCCC3)o2)c1 (stereo not drawn) | 18 | -2 | 10 | 4 | -4 | -4 | -4 | 14 | -4 | 2
CC1CCCCC1NC(=O)COc1ccccc1C#N (stereo not drawn) | -12 | -5 | 2 | 5 | -7 | -1 | -2 | 9 | -3 | 6
CC(=O)c1ccc(N2CCN(C(=O)c3cc(S(=O)(=O)N4CCOCC4)ccc3C)CC2)cc1 | 6 | 8 | -19 | -5 | -6 | -11 | -5 | 9 | -2 | -5
O=C(Cn1cnc2c(oc3ccccc32)c1=O)NCC1CCCO1 (stereo not drawn) | -20 | 2 | -7 | 3 | -5 | -3 | 12 | 12 | -6 | -2
CC(C)n1c(-c2ccc(C(C)(C)C)cc2)n[nH]c1=S | 26* | 2 | 11 | 0 | -5 | 2 | 8 | 13 | 5 | 3
O=C(COc1ccc(Br)cc1Cl)N1CCN(c2ccccn2)CC1 | 5 | -2 | -8 | 1 | -6 | -4 | 0 | 10 | -8 | -2
O=C(O)c1cc([N+](=O)[O-])ccc1N1CCCCC1 | -2 | -5 | 14 | 4 | 9 | 4 | 3 | 9 | -1 | 4
Cc1ccc(S(=O)(=O)Nc2ccccc2C(O)c2ccccc2)cc1 (stereo not drawn) | -7 | 6 | 5 | 4 | -1 | 0 | -6 | 26* | -4 | 1
COc1ccc(NC(=O)Nc2ccc(C)cc2Br)c(OC)c1 | 2 | 1 | 15 | 2 | -4 | 2 | -2 | -10 | 1 | -2

Results in Tn7 DDE FP and ASAP1 inh, for four of the compounds above:
canonical_smiles	Tn7 DDE FP	ASAP1 inh
O=C(Cn1cnc2c(oc3ccccc32)c1=O)NCC1CCCO1 (stereo not drawn)	12	-20
CC(C)n1c(-c2ccc(C(C)(C)C)cc2)n[nH]c1=S	8	26*
O=C(COc1ccc(Br)cc1Cl)N1CCN(c2ccccn2)CC1	0	5
O=C(O)c1cc([N+](=O)[O-])ccc1N1CCCCC1	3	-2

Later entries
SMILES | ASAP1 inh | Tn6 DDE FP | ADAM10 inh | PLC-gamma1 inh | TDP2 absorb | PLCb3 inh | Tn7 DDE FP | ARFGAP1 inhibitor | SIAE primary | ADAM17 inh
S=c1[nH]nc(-c2ccc(Cl)cc2Cl)n1-c1ccc(Cl)cc1 | 2 | 2 | 9 | -1 | -4 | -7 | -4 | 10 | 3 | 2
O=C(/C=C/c1ccc2c(c1)S(=O)(=O)N(Cc1ccccc1)[C@H]2CC(=O)N1CCOCC1)N1CCOCC1 | 5 | 3 | -8 | -1 | 7 | -1 | -3 | 7 | 6 | -3
CCc1c(C)[nH]c(C(=O)OCc2ccccc2)c1C | 7 | -8 | 8 | 1 | 3 | -1 | -3 | -12 | -1 | 4
COc1ccc([C@H]2CC(=O)C=C(c3ccc(CO)cc3)C2)cc1 | 12 | 2 | -1 | -1 | 6 | -1 | 3 | 15 | 5 | 0
Cc1ccc(NC(=S)NN(C)c2nc(C)cnc2C)cc1 | -21 | 3 | -3 | 3 | -4 | 2 | 2 | 12 | 5 | 1
OC1(c2ccc(OC(F)F)cc2)CSC(=Nc2cccnc2)N1Cc1ccco1 (stereo not drawn) | 3 | -2 | 13 | 3 | -6 | 1 | -1 | 2 | -3 | 6
CC1CCCCN1S(=O)(=O)c1ccc2[nH]c(=O)cc(C(=O)NCCCN3CCCCCC3)c2c1 (stereo not drawn) | -6 | -3 | -25 | -15 | -12 | -36 | 6 | -6 | 7 | -9
COc1cc(/C(C)=N/NC(=O)C(O)(c2ccccc2)c2ccccc2)ccc1O | 6 | 9 | 3 | -2 | -8 | 3 | -8 | -3 | 6 | 0
Cc1ccc(N2CCCC2=O)cc1S(=O)(=O)N1CCOCC1 | 2 | -3 | -6 | 3 | -4 | -4 | 2 | 5 | -1 | -5
O=C(NCCCN1CCOCC1)C(=O)NCC1OCCN1S(=O)(=O)c1ccc(F)cc1 (stereo not drawn) | -5 | -1 | -9 | -2 | 5 | -5 | 8 | -10 | -1 | -4
CCOc1cccc2cc(C(=O)N3CC(C)OC(C)C3)c(=O)oc12 (stereo not drawn) | 13 | 7 | -13 | -34 | -6 | -54 | -2 | 11 | -11 | -3
Cc1cc(NC(=O)CN2CCN(S(=O)(=O)c3ccc4ccccc4c3)CC2)no1 | -9 | -1 | -4 | -1 | 2 | -2 | 4 | 4 | -2 | -3
CC(C)/C=N\NC(=O)CCCCC(=O)N/N=C/C(C)C | 4 | -6 | -4 | 0 | 3 | 0 | 2 | 5 | 1 | -1
COc1cccc(N2CCN(S(=O)(=O)c3cccc4cccnc34)CC2)c1 | -5 | 4 | -1 | 1 | -3 | 2 | -7 | 2 | 5 | 1
C=CCOc1ccc(/C(CC)=N/O)c(OC)c1 | -1 | 3 | -6 | -3 | -2 | 2 | 1 | 7 | -6 | -4
Cc1ccc(NC(=O)CCC(=O)NNC(=O)C(c2ccccc2)c2ccccc2)c(C)c1 | -4 | -5 | 2 | 1 | -7 | 3 | -1 | 1 | -8 | -4

Bioassay records: PubChem BioAssay, The Scripps Research Institute Molecular Screening Center
